Screening data (PubChem)
SW480 rereplic – DNA re-replication induction in SW480 cells | SW480 DNA re-replication, Hoechst DNA content imaging, 48 h | Potency, µM (top dose mostly 46.1 µM), for inactives: top-dose re-replication activation, usual class: activators | actives 1.8% (n = 340,000) | AID 624297; note: potency is the fitted concentration of half-maximal effect; % of control where 0% means no effect; nearly all actives have a fitted effect of over 55% in size
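250 cells/well; 23 nL cpd via pin tool; 48 hr, 37 C, 5% CO2; Hoechst 40 min; imager read of total nuclear intensity, ex 405/em 500-530 nm.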
HT1080NT lethal – kills 2HG-producing HT-1080-NT fibrosarcoma cells. HT-1080-NT fibrosarcoma viability, CellTiter-Glo ATP luminescence, 48 h. Potency, µM (titrated, usually from 46.1 µM), for the others: at the top dose activity, negative = less viability, most hits filed as cytotoxic. actives 1.6% (n = 360,000);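 note: NT is the 2HG producing partner of a matched IDH1 knockdown line; potency is the fitted concentration of half-maximal effect; 0% = DMSO-treated cells and -100% = media-only wells without cells; nearly all actives have a fitted effect of over 55% in size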
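Fibrosarcoma NT cells, 750 per well in 5% FBS RPMI, were exposed to compound for 48 hours. Viability: CellTiter-Glo luminescence.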
KB-3-1 tox – kills parental KB-3-1 adenocarcinoma cells; Potency, µM (doses to about 46.1 µM), for inactives: at the top dose activity change, negative = cytotoxic, usual class: cytotoxic; KB-3-1 viability, CellTiter-Glo ATP luminescence, 72 h; actives 1.4% (n = 400,000); AID 1347075; note: potency is the fitted concentration of half-maximal effect; % is set by controls: 0 for no effect and ±100 for the full control effect; nearly all actives have a fitted effect of over 60% in size
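Cells are dispensed, compounds pinned in, plates held at 37 °C for 72 h, then CellTiter-Glo is added and luminescence read after 10 minutes. Cell line: parental KB-3-1 in phenol-red-free DMEM, 10% FBS.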
KB-V1 MDR tox – KB-V1 MDR subline cytotoxicity. KB-V1 MDR cells viability, CellTiter-Glo, 72 h. Potency, µM (series often up to 46.1 µM), without a hit: at the top dose activity change, negative = cytotoxicity, hits mostly cytotoxic. actives 3.4% (n = 400,000). AID 1347076; note: potency is the fitted concentration of half-maximal effect; % is set by controls: 0 for no effect and ±100 for the full control effect; nearly all actives have a fitted effect of over 60% in size
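KB-V1 cells (P-gp-expressing MDR subline of KB-3-1) in phenol-red-free DMEM with 10% FBS were exposed to library compounds over a concentration series for 72 h at 37 degrees C. Viability read by CellTiter-Glo luminescence; concentration-effect curves fitted after normalization.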
ATXN2 expr inh – reduces ATXN2 reporter expression in HEK-293 cells | Potency, µM (series often up to 57 µM), without a hit: at the top dose activity change, negative = inhibition, actives largely listed as inhibitors | HEK-293 ATXN2-luciferase reporter, luminescence, 24 h | actives 0.72% (n = 360,000); note: potency is the fitted concentration of half-maximal effect; % is set by controls: 0 for no effect and ±100 for the full control effect; nearly all actives have a fitted effect of over 55% in size
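qHTS (up to 57 uM final) was run with 24 h compound exposure of reporter cells at 37 °C. Each well was multiplexed: SteadyGlo luminescence measured ATXN2-luciferase expression after a fluorogenic Gly-Phe-AFC viability readout (25 uM final).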
MCF10A rerep – induces DNA re-replication in MCF 10a normal breast cells; MCF 10A DNA re-replication, Hoechst nuclear intensity, 48 h; Potency, µM (series often up to 46.1 µM), for inactives: top-dose activity, positive = re-replication, most hits filed as activators; actives 2.9% (n = 350,000); note: potency is the fitted concentration of half-maximal effect; % of control where 0% means no effect; nearly all actives have a fitted effect of over 50% in size
S2 tox – reduces viability in counter-screen for ATXN expression inhibitors | Potency, µM (highest dose often 56.7 µM), actives largely listed as cytotoxic | AID 651635 | actives 0.49% (n = 400,000) | S2 cells (HEK-293 line with an ATXN2-luciferase reporter) viability, CellTiter-Fluor protease fluorescence, 24 h; note: potency is the fitted concentration of half-maximal effect; nearly all actives have a fitted effect of over 40% in size
HT1080 IDH1KD tx – kills HT-1080 cells with IDH1 knockdown | HT-1080 IDH1 knockdown viability, ATP luminescence, 48 h | AID 686971 | actives 2% (n = 360,000) | Potency, µM (titrated, usually from 46.1 µM), without a hit: at the highest dose activity, negative = toxicity, most hits filed as cytotoxic;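 note: potency is the fitted concentration of half-maximal effect; 0% = DMSO wells and -100% = cell-free medium wells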
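Viability of IDH1-knockdown HT-1080 fibrosarcoma cells was assessed by CellTiter-Glo after 48 h at 37 °C with titrated compound; concentration-effect curves were classified by fit quality and response size.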
IL-1B inflam inh – blocks inflammasome-driven IL-1 beta release | THP-1 LPS/ATP IL-1B secretion, AlphaLISA, 16 h; hits give low values | activity change, % at 57.5 µM | actives 4.7% (n = 360,000) | AID 743279; in the data active = activity change below about -50%; inconclusive = mostly about -30% to -49%; note: % is set by controls: 0 for no effect and ±100 for the full control effect
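Secreted IL-1B measured by AlphaLISA bead assay after 16 h compound exposure of THP-1 cells; compounds (final up to 57.5 uM) added 1 h before LPS (250 ng/mL) and ATP (1.25 mM) stimulation; lower signal means less secretion.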
* marks the source's active call; other numbers are inactive results; i = inactive; ? = inconclusive; nt = not tested or not shown; & = joins results of further samples; [ ] = remark or other dose. Unless noted, calls come from the whole dose curve; as a rule, active = well fitted curve in the direction sought with a large enough effect; inconclusive = small, poorly fitted or top-dose-only effect, or another doubt; inactive = no such curve, though single readings can be large; an effect the other way counts as inactive or inconclusive.

Abbreviations: A = SW480 rereplic; B = HT1080NT lethal; C = KB-3-1 tox; D = KB-V1 MDR tox; E = ATXN2 expr inh; F = MCF10A rerep; G = S2 tox; H = HT1080 IDH1KD tx; I = IL-1B inflam inh
CCOC(=O)CSc1nc2c(sc(=S)n2-c2ccccc2)c(=O)n1-c1ccc(OC)cc1OC
  A = -6%	B = -9%	C = 0%	D = 0%	E = -2%	F = 4%	G = i	H = -18%	I = 23
CC(=O)OCC1OC(n2c3c(cc(C#N)c2=S)CCCC3)C(OC(C)=O)C(OC(C)=O)C1OC(C)=O (stereo not drawn)
  A = 1%	B = 8%	C = 6%	D = ?	E = 3%	F = 1%	G = i	H = 5%	I = 20
CSCCC1NC(=O)N(CC(=O)N2CCc3ccccc3C2)C1=O (stereo not drawn)
  A = -13%	B = 3%	C = 4%	D = 0%	E = 3%	F = 1%	G = i	H = 1%	I = 26
O=C(NCCSCc1c(F)cccc1Cl)c1ccco1
  A = 0%	B = 22%	C = 15%	D = 2%	E = 6%	F = 20%	G = i	H = 15%	I = -15
CCCNC(=O)Cn1nc(-c2ccccc2OC)ccc1=O
  A = nt	B = 0%	C = 0%	D = -1%	E = nt	F = nt	G = i	H = -2%	I = 7
CN(C)c1ccc(C(=O)OCC(=O)Nc2ccc(N3CCOCC3)cc2)cc1
  A = 22%	B = -4%	C = 11%	D = -15%	E = nt	F = -2%	G = i	H = -6%	I = -6
COc1cccc(/C=N/NC(=O)c2ccc(OCc3cccc(Br)c3)cc2)c1
  A = -2%	B = -17%	C = -10%	D = -24%	E = -10%	F = -2%	G = i	H = ?	I = -3
Cc1ccc(C(=O)Oc2ccc(Br)cc2C(=S)N2CCOCC2)cc1
  A = -10%	B = -2%	C = 17%	D = 16%	E = 10%	F = 0%	G = i	H = -2%	I = 2
Cc1ccccc1-c1csc(C(C)(O)c2ccccc2)n1 (stereo not drawn)
  A = nt	B = -15%	C = 0%	D = -1%	E = -3%	F = nt	G = i	H = -18%	I = 0
O=C(c1ccc(S(=O)(=O)c2ccccc2Cl)c([N+](=O)[O-])c1)N1CCN(Cc2ccccc2)CC1
  A = 21µM*	B = -2%	C = ?	D = 2.3µM*	E = -37%	F = ?	G = i	H = ?	I = -110*
CCn1c(SCC(=O)NCCc2ccccc2)nnc1-c1ccco1
  A = -3%	B = 12%	C = 7%	D = -5%	E = 0%	F = -1%	G = i	H = ?	I = -3
OC(Cn1nnc2ccccc21)Cn1c(C(F)(F)F)nc2ccccc21 (stereo not drawn)
  A = -7%	B = 0%	C = -3%	D = -12%	E = 7%	F = 0%	G = i	H = -1%	I = 34
CC(Sc1nc(-c2ccccc2)cc(C(F)(F)F)n1)C(=O)Nc1sc2c(c1C#N)CCC2 (stereo not drawn)
  A = 12%	B = 6%	C = -3%	D = 9%	E = -7%	F = 8%	G = i	H = -12%	I = -3
COCCNC(=O)COc1ccc(Br)cc1Cl
  A = -2%	B = 1%	C = -3%	D = 13%	E = 27%	F = -13%	G = i	H = -4%	I = -2
Cn1ncc(Cl)c(Oc2ccccc2)c1=O
  A = 0%	B = -2%	C = -11%	D = -27%	E = 2%	F = -2%	G = i	H = -21%	I = 5
COC(=O)Cc1c(O)ccn(Cc2cccc3ccccc23)c1=O
  A = -7%	B = -23%	C = 0%	D = -17%	E = 1%	F = 3%	G = i	H = -16%	I = -1
CC(C)CN(C(=O)c1ccco1)C1CCS(=O)(=O)C1 (stereo not drawn)
  A = -7%	B = 2%	C = 0%	D = ?	E = -2%	F = 0%	G = i	H = 7%	I = 10
CN(C)c1ccnc(NCc2ccccc2)c1C#N
  A = -7%	B = 12%	C = 0%	D = -23%	E = 33%[activator]	F = 6%	G = i	H = -4%	I = -25
CCCc1ncc(C(=O)c2ccc(OC)cc2)n1C
  A = -5%	B = -2%	C = -19%	D = -15%	E = 10%	F = -6%	G = i	H = 22%	I = -17
CC(C(=O)N1CC2(C)CC1CC(C)(C)C2)N1C(=O)c2ccccc2C1=O (stereo not drawn)
  A = 1%	B = 6%	C = 5%	D = -6%	E = 5%	F = 0%	G = i	H = 8%	I = 19
CC(=O)Nc1ccc(NC(=O)CSc2nnc(N)n2-c2ccccc2)cc1
  A = 7%	B = 4%	C = ?	D = ?	E = ?	F = 4%	G = i	H = 20%	I = 7
CCN(CC)C(=O)C1CCCN(C(=O)c2oc3ccc(C)cc3c2C)C1 (stereo not drawn)
  A = -5%	B = -1%	C = 0%	D = ?	E = 5%	F = ?	G = i	H = 1%	I = 0
CCSc1nnc2c(n1)OC(c1ccc(OC)c(OC)c1)N(C(C)=O)c1ccccc1-2 (stereo not drawn)
  A = nt	B = nt	C = 11%	D = 3%	E = 12%	F = nt	G = i	H = nt	I = nt
CCOC(=O)c1c(NC(=O)Cn2nc(C(F)F)cc2C(F)F)sc(C)c1C
  A = 5%	B = -6%	C = 7%	D = -8%	E = -8%	F = -3%	G = i	H = -5%	I = -4
CCCc1c(NC(=O)Nc2ccc(F)cc2)cnn1-c1ccccc1
  A = ?	B = -13%	C = 0%	D = ?	E = nt	F = 1%	G = i	H = ?	I = 0

Fetched by structure from above, two records:
Abbreviations: A = SW480 rereplic; B = HT1080NT lethal; C = KB-3-1 tox; D = KB-V1 MDR tox; E = ATXN2 expr inh; F = MCF10A rerep; G = S2 tox; H = HT1080 IDH1KD tx; I = IL-1B inflam inh
CN(C)c1ccnc(NCc2ccccc2)c1C#N
  A = -7%	B = 12%	C = 0%	D = -23%	E = 33%[activator]	F = 6%	G = i	H = -4%	I = -25
CCCc1c(NC(=O)Nc2ccc(F)cc2)cnn1-c1ccccc1
  A = ?	B = -13%	C = 0%	D = ?	E = nt	F = 1%	G = i	H = ?	I = 0

Additional structures follow.
Abbreviations: A = SW480 rereplic; B = HT1080NT lethal; C = KB-3-1 tox; D = KB-V1 MDR tox; E = ATXN2 expr inh; F = MCF10A rerep; G = S2 tox; H = HT1080 IDH1KD tx; I = IL-1B inflam inh
CC(C)NC(=O)CSc1nnc(-c2ccc(F)cc2)c2ccccc12
  A = 8%	B = 0%	C = 3%	D = 14%	E = -2%	F = ?	G = i	H = 0%	I = 6
COc1cccc(CN(C)C(=O)C2CCC(=O)N(Cc3cccc(F)c3)C2)c1 (stereo not drawn)
  A = -3%	B = 7%	C = 0%	D = ?	E = 6%	F = 6%	G = i	H = 6%	I = -8
Cc1cccc(NC(=O)c2cccc(NS(=O)(=O)c3ccc(Cl)cc3)c2)c1
  A = 2%	B = -2%	C = -11%	D = 0%	E = 4%	F = 23%	G = i	H = -7%	I = 6
Cc1cn(CCOc2ccc(Cl)cc2)c(=O)[nH]c1=O
  A = -16%	B = 1%	C = 16%	D = 2%	E = 0%	F = 4%	G = i	H = 14%	I = 7
CCN1C(=S)N[C@@H](c2cccs2)C(C(=O)OC)=C1C
  A = -1%	B = -1%	C = 1%	D = 10%	E = 4%	F = 11%	G = i	H = 8%	I = 37
OC(CNCc1ccco1)Cn1c2ccccc2c2ccccc21 (stereo not drawn)
  A = ?	B = -21%	C = -19%	D = -7%	E = -26%	F = 429%[0.0737 µM]	G = i	H = -29%	I = ?
Cc1ncc(COCc2ccccc2)c(CO)c1OCc1ccccc1
  A = -3%	B = 7%	C = -19%	D = 18µM*	E = 24%	F = 12%	G = i	H = 7%	I = -1
COc1cc(OC)c(-c2nc3cnccc3n2C)cc1OC
  A = -6%	B = 10%[9.24 µM]	C = -1%	D = 11%	E = 0%	F = 13%	G = i	H = -18%	I = 0
CC(NC(=O)C(c1ccccc1)c1ccccc1)C(=O)O (stereo not drawn)
  A = -6%	B = 7%	C = 0%	D = 2%	E = 3%	F = -17%	G = i	H = 10%	I = 19
COc1ccccc1CNC(=O)CSc1ccc(Br)cc1
  A = 13%	B = -6%	C = 1%	D = 1%	E = -8%	F = 9%	G = i	H = -5%	I = -16
COc1ccc(COC(=O)C2CCN(S(=O)(=O)c3ccc(F)cc3)CC2)cc1
  A = -3%	B = -2%	C = -3%	D = -18%	E = -14%	F = -11%	G = ?	H = -1%	I = 20
Cc1ccc(S(=O)(=O)Nc2nc3ccccc3nc2NCC2CCCO2)cc1 (stereo not drawn)
  A = -7%	B = 9%	C = 3%	D = -2%	E = -2%	F = 1%	G = i	H = 0%	I = 19
CCOc1cc(CNCc2ccc3c(c2)OCO3)ccc1OC
  A = -15%	B = -17%	C = -2%	D = -12%	E = -7%	F = 0%	G = i	H = -8%	I = -12
COC(=O)[C@@]1(Cc2ccccc2)[C@H]2C(=O)N(C)C(=O)[C@H]2[C@H]2CN(C)C(=NCc3ccccc3)N21
  A = -34%	B = 2%	C = 0%	D = 0%	E = 0%	F = 4%	G = i	H = 4%	I = 0
CCN(CC)CCCNC(=O)CN1C(=O)CSc2ccc(S(=O)(=O)N3CCOCC3)cc21
  A = 6%&1%	B = 8%	C = -9%	D = 11%	E = 1%	F = 1%&1%	G = i	H = 10%	I = 0
CC(=O)OCc1c(-c2ccccc2)c2cc([N+](=O)[O-])ccc2n1C
  A = ?	B = -19%	C = -22%	D = ?	E = -36%	F = ?	G = i	H = -28%	I = 26
Cc1ccc2nc(-c3ccc(NC(=S)NCCC(C)C)cc3)sc2c1
  A = ?	B = 11%	C = -2%	D = 13%	E = nt	F = 10%	G = i	H = 18%	I = -9
CC1(c2ccc(OC(F)F)cc2)NC(=O)N(CC(=O)Nc2cccnc2Cl)C1=O (stereo not drawn)
  A = -5%	B = -11%	C = 3%	D = -12%	E = -1%	F = 1%	G = i	H = -9%	I = 10
COC(CNC(=O)c1cc(Sc2nnc(C)s2)nc2ccccc12)OC
  A = 1%	B = 11%	C = 6%	D = -4%	E = 10%	F = 0%	G = i	H = 4%	I = 7
CCN1C(c2ccc(F)cc2)=CS/C1=C(\C#N)c1nnc2n1-c1ccccc1SC2
  A = -4%	B = -7%	C = -20%	D = ?	E = -17%	F = -3%	G = i	H = -1%	I = -5
